H9c2 TAG inh: triacylglycerol accumulation inhibition | H9c2 cells, Nile Red lipid (TAG) fluorescence; cells loaded with 200 µM oleic acid | inhibition, % at 12.5 µM | 230,000 compounds, 0.66% hits | AID 651582;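 active = pattern-corrected inhibition of lipid staining of at least 50% with the nuclear-stain viability signal not falling by more than 50%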;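 note: 0% = DMSO wells and 100% = triacsin C control wells; some results filed as inactive read as strong as hits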
H9c2 TAG inh DAPI viability: also measured in H9c2 TAG inh; calls as there; DAPI nuclei signal change (viability), lower = more cytotoxic, %;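 whole-well DAPI fluorescence read on a plate reader as a viability signal; minus 50 percent equals half of cells still viable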
* marks the source's active call; other numbers are inactive results. A portion of the library, so the mix of outcomes need not match the whole.

The first 5 entries (preview)
No.	SMILES	H9c2 TAG inh	H9c2 TAG inh DAPI viability
1	CC1=NN(c2cccc(Cl)c2)C(=O)C12CC(C)=C(C)CS2 (configuration not stated)	-8.0	-8.6
2	Cc1cc(Cl)c(S(=O)(=O)NCC2CCCO2)cc1OCC(=O)NC1CCCCC1 (configuration not stated)	9.4	-14.2
3	Cc1nc(-c2ccccc2)sc1C(=O)O	-30.1	5.5
4	CCN1CCN(CC(=O)N2N=C(c3cccs3)CC2c2ccc(OC)cc2)C(=O)C1=O (configuration not stated)	-8.4	-0.5
5	COCCN1C[C@@H](CO)O[C@@H](n2cnc3c(NCc4ccco4)ncnc32)C1	1.9	0.1

This part in full, previewed entries included:
No.	SMILES	H9c2 TAG inh	H9c2 TAG inh DAPI viability
1	CC1=NN(c2cccc(Cl)c2)C(=O)C12CC(C)=C(C)CS2 (configuration not stated)	-8.0	-8.6
2	Cc1cc(Cl)c(S(=O)(=O)NCC2CCCO2)cc1OCC(=O)NC1CCCCC1 (configuration not stated)	9.4	-14.2
3	Cc1nc(-c2ccccc2)sc1C(=O)O	-30.1	5.5
4	CCN1CCN(CC(=O)N2N=C(c3cccs3)CC2c2ccc(OC)cc2)C(=O)C1=O (configuration not stated)	-8.4	-0.5
5	COCCN1C[C@@H](CO)O[C@@H](n2cnc3c(NCc4ccco4)ncnc32)C1	1.9	0.1
6	Cc1onc(C(=O)Nc2c(C)n(C)n(-c3ccccc3)c2=O)c1[N+](=O)[O-]	4.5	-0.8
7	COc1ccccc1N1CCN(C(=O)c2cc3cc(Br)ccc3oc2=O)CC1	-9.5	1.1
8	CC1(C(=O)NS(=O)(=O)Cc2ccccc2C(F)(F)F)CCN1C(=O)Cc1cccs1 (configuration not stated)	5.1	14.1
9	COc1ccc(-n2c(C)cc(C(=O)COC(=O)c3ccc(O)cc3O)c2C)cc1	-15.8	0.2
10	CCC1=C2CC[C@H]3C(=O)N(CC)C(=O)[C@H]3[C@H]2[C@@]2(Cc3ccccc3)C(=NCc3ccccc3)OC(=O)N2C1=O	10.9	1.3
11	COc1ccccc1OCCNC(=O)C(CCSC)NC(=O)c1ccccc1Cl (configuration not stated)	19.0	-4.0
12	CC(=O)Nc1cc(-c2cccc(CO)c2)cn2c(-c3ccc(C(C)=O)cc3)cnc12	-8.3	-14.4
13	CC1CCc2c(sc3ncnc(NCCCOC(C)C)c23)C1 (configuration not stated)	-24.7	9.8
14	O=S1(=O)CCN(c2ccccc2CC(c2c[nH]c3ccccc23)c2c[nH]c3ccccc23)CC1	38.8	-0.5
15	Nc1c(N=Nc2ccccc2F)c(=O)[nH]n1-c1ccccc1	13.8	-0.2
16	CC(=NNC(=O)c1ccc(NS(=O)(=O)c2ccc(Br)cc2)cc1)c1cccnc1	-9.8	7.9
17	C=C1CCN([C@H](C(=O)O)C(C)C)S(=O)(=O)c2ccccc21	-4.0	1.1
18	Cc1ccc(CN2CCN(Cc3c[nH]c4ccccc34)CC2CCO)o1 (configuration not stated)	-4.1	-5.3
19	CCNC(=O)c1sc(=S)n(CC)c1N	-7.0	-10.7
20	CCC(CO)Oc1cc(NC(=O)c2cccc(C)c2)c2ncn(C(C)C)c2c1 (configuration not stated)	16.4	7.9
21	Cc1ccc(S(=O)(=O)N2CCN(c3ncnc4ccccc34)CC2)cc1	-31.6	5.9
22	O=C(CN1CCCc2ccccc21)N/N=C/c1ccc(F)cc1F	-9.5	2.2
23	O=C(O)Cc1csc(Nc2cccc(Cl)c2)n1	-8.2	6.4
24	Cc1cc(Cl)c2oc(C(=O)N3CCCCC3CCN3CCCC3=O)c(C)c2c1 (configuration not stated)	-14.5	-3.5
25	O=C(C1CC1)N1CCc2sccc2C1c1ccc(Cl)cc1 (configuration not stated)	-10.0	8.3
26	COc1cc2c(cc1OC)CC1(CCCCC1)N=C2	2.0	125.2
27	O=C(c1ccc(Br)o1)N1CCC(Cc2ccccc2)CC1	7.5	9.2
28	CN(CC(O)COCc1ccc2c(c1)OCO2)C1CCCCC1 (configuration not stated)	-1.8	0.8
29	COc1ccc(NC(=O)CCCn2cc([N+](=O)[O-])cn2)cc1	2.2	2.9
30	CC(C#N)(NC(=O)CN1CCN(S(=O)(=O)c2cccc(F)c2)CC1)C1CC1 (configuration not stated)	-13.2	12.5

Looked up by compound from above (2):
No.	SMILES	H9c2 TAG inh	H9c2 TAG inh DAPI viability
29	COc1ccc(NC(=O)CCCn2cc([N+](=O)[O-])cn2)cc1	2.2	2.9
18	Cc1ccc(CN2CCN(Cc3c[nH]c4ccccc34)CC2CCO)o1 (configuration not stated)	-4.1	-5.3

(list continues)
No.	SMILES	H9c2 TAG inh	H9c2 TAG inh DAPI viability
31	O=c1[nH]ncc(N2CCCC2)c1Cl	-0.9	6.1
32	O=C(NCCCN1CCN(c2ccccc2F)CC1)C1CCC(=O)N1C1CCCC1 (configuration not stated)	2.3	-2.6
33	CCOC(=O)N(NC(=O)C(O)(CC(C)C)CC(C)C)c1ccccc1	2.2	-7.9
34	O=C(Oc1cc2oc(=O)c3c(c2cc1Cl)CCCC3)c1cccs1	1.7	36.0
35	Oc1ccc(N2CCN(c3nc(-c4cccs4)nc4ccccc34)CC2)cc1	16.9	-3.2
36	Cc1ccccc1NC(=O)NNC(=O)OC(C)(C)C	0.2	-4.8
37	CC(C)CCNc1c(-c2cccs2)nc2ccccn12	-13.6	59.2
38	CCN(c1ccc(NC(=O)COC(=O)CCC(=O)c2ccc(F)cc2)cc1)C(C)C	6.7	-1.8
39	COc1ccc(C2C=C(c3ccc(Br)cc3)Nc3nc(N4C(=O)CCC4=O)nn32)cc1 (configuration not stated)	-1.7	25.4
40	CCCSc1ccc([C@@H]2[C@H]3C(=O)N(CC)C(=O)[C@H]3[C@]3(C(=O)OC)CCCCN23)cc1	-11.9	6.2
41	O=C(NNC(=S)Nc1ccc(Cl)c(Cl)c1)c1cccc([N+](=O)[O-])c1	-16.1	4.0
42	OCCN1CCN(c2cc(-c3ccc4ccccc4c3)nc3ccnn23)CC1	12.2	40.2
43	COc1ccc(S(=O)(=O)N(C)C)cc1NC(=O)Cc1c[nH]c2ccccc12	3.3	-1.4
44	Cc1nn(-c2ccc(F)cc2)c(Cl)c1/C=C/C(=O)OCC(=O)Nc1c(F)c(F)c(F)c(F)c1F	-5.5	7.2
45	COc1ccc(OC)c(C2=NO[C@@H]3C(=O)N(c4cc(Cl)ccc4OC)C(=O)[C@H]23)c1	-0.5	0.6
46	O=C(Nc1nnc(C2CC2)s1)C1Cc2ccccc2CN1S(=O)(=O)c1cccs1 (configuration not stated)	20.6	14.5
47	O=C(CCNS(=O)(=O)c1ccc(Br)cc1)NC1CCN(Cc2ccccc2)CC1	6.4	5.6
48	Cc1ccccc1S(=O)(=O)c1cc2ccccc2nc1N	-16.8	30.8
49	CCCC(=O)Nc1ccc(NC(=O)C2CC2)cn1	1.0	-1.0
50	CC1CCN(Cc2c(C(=O)O)nnn2-c2nonc2N)CC1	20.8	-2.4
51	C=CCSc1nnc(-c2cc3c(-c4ccccc4)nn(C)c3s2)n1C	34.2	-2.2
52	Cc1onc(-c2c(Cl)cccc2Cl)c1C(=O)NCCCN1CCOCC1	-4.1	10.5
53	O=C(CCN1C(=O)C2CCCCC2C1=O)N1CCN(S(=O)(=O)c2cccc(F)c2)CC1 (configuration not stated)	0.1	-6.3
54	CCC(NS(=O)(=O)c1ccc2c(c1)NC(=O)C(C)C(=O)N2)c1cccs1 (configuration not stated)	-7.8	-7.5
55	Cc1sc(NC(=O)c2ccccc2)c(C(c2ccc(Cl)cc2)N2CCN(CCO)CC2)c1C (configuration not stated)	8.0	45.0
56	CCC(NC(=O)c1ccc(C#CC2(O)CCCCC2)cc1)C(=O)O (configuration not stated)	-5.0	-4.6
57	CCOC(=O)c1sc(NC(=O)c2ccc(OC)cc2)nc1C	-7.4	2.3
58	CCN(CC)CCCNc1oc(-c2ccccc2[N+](=O)[O-])nc1C#N	21.4	-2.0
59	COc1ccc(-c2cc(-c3nnc(-c4ccncc4)o3)c3ccccc3n2)cc1	34.6	80.4
60	Cc1c(/C(O)=C2/C(=O)C(=O)N(CCN3CCOCC3)C2c2cccs2)cnn1-c1ccccc1 (configuration not stated)	12.5	-0.2
61	Clc1cccc(CSc2nnc(-c3ccccn3)n2Cc2ccco2)c1	-30.2	6.9
62	C=CCN(c1ccccc1Cl)S(=O)(=O)c1cccc(C(=O)NCCc2ccc(OC)cc2)c1	-25.2	0.6
63	CC1CCN(C(=O)c2[nH]cnc2C(=O)N(C)Cc2ccccc2)CC1	-3.5	2.6
64	O=C(CN1C(=O)NC2(CCCCCCC2)C1=O)NCc1ccc(F)cc1	-14.6	2.9
65	COc1ccc(/C=N/NC(=O)CO/N=C(\C)c2cccs2)cc1	-55.0	9.6
66	O=C1CSC(=Nc2cccc(Cl)c2Cl)N1Cc1cccnc1	-1.6	0.2
67	COc1ccccc1C(=O)NCCC(=O)NCCOc1ccc(C)cc1	-14.6	5.1
68	COc1cc(OC)cc(-c2c(C#Cc3ccsc3)c3cc(-c4ccc5c(c4)OCO5)ccc3n2C)c1	0.6	143.1
69	COc1ccc(Cl)cc1NC(=O)Nc1ccc(C(=O)N2CCOCC2)cc1	25.6	9.3
70	CC(C)C1C(C#N)=C(N)Oc2n[nH]c(-c3ccccc3)c21 (configuration not stated)	-2.9	-1.5
71	CCOCCn1c(CN(Cc2ccccc2)Cc2ccccc2)nc2c1c(=O)n(C)c(=O)n2C	-9.3	-5.4
72	CNC(=O)c1sc(N2N=C3/C(=C\c4ccccc4)CCCC3C2c2ccccc2)nc1C (configuration not stated)	-18.4	13.4
73	COc1ccc(S(=O)(=O)N(CC(=O)N2CCN(C)CC2)c2ccccc2)cc1OC	2.6	-8.7
74	CCOC(=O)N(C)c1c(CC)nc2c(OCc3ccc(Cl)cc3)cccn12	-5.8	8.8
75	O=C(CN1CCOCC1)N1CCc2ccccc2C(c2ccccc2)C1 (configuration not stated)	-6.7	2.8
76	O=C(Cn1c(=O)oc2ccccc21)Nc1ccc2c(c1)OCCO2	-7.6	-12.8
77	O=C(OCC(=O)c1ccc[nH]1)c1ccccc1	-2.4	2.2
78	CC1CCCN(c2ccc(C(=O)Nc3cccnc3)cc2[N+](=O)[O-])C1 (configuration not stated)	4.9	-4.5
79	CCOC(=O)C(=O)c1csc(NC(=O)CCSc2ccc(C)cc2)n1	-5.4	0.1
80	O=C(Cc1ccccc1F)Nc1cccc(S(=O)(=O)N2CCCCC2)c1	-0.2	-17.6
81	Cc1cccc(N2CCN(C(=O)CN3C(=O)NC(C)(C4CC4)C3=O)CC2)c1C (configuration not stated)	8.0	6.4
82	N#CCSc1nc(-c2ccccc2)nc2ccccc12	2.2	8.4
83	O=C(CCc1nnc(CCc2ccccc2)o1)NC(c1cccnc1)C(F)(F)F (configuration not stated)	2.6	-1.5
84	NC(=O)C1CCN(C(=O)CNC(=O)c2ccc(Br)o2)CC1	-5.9	5.6
85	CC1(C)C(=O)Nc2ccccc2N1C(=O)COC(=O)CNS(=O)(=O)c1ccc(Br)cc1Cl	-1.3	-5.0
86	Cc1ccc(N2C(=O)C3ON(c4ccccc4)C(CC(C)C)C3C2=O)cc1 (configuration not stated)	3.0	-1.5
87	CCOC(=O)[C@H]1[C@H]2COc3ccc(Br)cc3[C@@H]2N2C(=O)[C@H](C)NC(=O)[C@@]12C	10.7	-0.2
88	CCOC(=O)c1c(COC(=O)c2ccco2)nc2ccccc2[n+]1[O-]	-5.1	33.4
89	CCCCCC(=O)N1C[C@@H](n2cc(-c3ccc(F)cc3)nn2)[C@H](O)C[C@@H]1c1ccc(C)cc1	-5.2	6.4
90	O=C(NCC1CCCO1)c1ccccc1-c1nc(-c2ccc(F)cc2)no1 (configuration not stated)	-12.3	1.0

Other entries.
No.	SMILES	H9c2 TAG inh	H9c2 TAG inh DAPI viability
91	COc1ccc(C(NC(=O)C2C3C=CC(C3)C2C(=O)O)c2ccccc2)cc1 (configuration not stated)	3.8	-3.9
92	Cc1ccc(S(=O)(=O)N2CCCCC2)cc1NC(=O)CCc1nc2ccccc2c(=O)[nH]1	-15.6	2.9
93	Cc1ccc(CC2(C)C(=O)Nc3c(Cl)cccc32)cc1 (configuration not stated)	-17.8	0.4
94	Cc1c(OC(=O)CNC(=O)OC(C)(C)C)ccc2c3c(c(=O)oc12)CCC3	15.2	22.9
95	O=c1[nH]nc(Cc2ccc(Cl)cc2)c2ccccc12	-5.7	-3.8
96	CCC1(CC)NC(=O)N(CC(=O)OC(C)C(=O)Nc2ccccc2OC)C1=O (configuration not stated)	2.7	3.1
97	CCNc1nc(NCC)n2c(SCC(=O)Nc3ccc(OC)c(OC)c3)nnc2n1	0.6	0.9
98	CCCN(CC(=O)Nc1ccc(F)c(F)c1F)C(=O)Cc1ccc(OC)c(S(=O)(=O)N2CCOCC2)c1	21.3	-10.0
99	O=C(/C=C/c1cccc(Cl)c1)Nn1c(-c2cccs2)nc2ccccc2c1=O	16.8	8.1
100	COc1ccc(S(=O)(=O)N(C)C)cc1NC(=O)c1ccc(OCC(=O)N2CCOCC2)c(OC)c1	14.4	1.9
101	CCOC(=O)c1[nH]c(C)c(C(=O)OCC(=O)N(C)C2CCS(=O)(=O)C2)c1C (configuration not stated)	-0.1	-2.4
102	CC1CCc2c(sc(/N=C/c3ccco3)c2C(N)=O)C1 (configuration not stated)	4.5	2.0
103	COc1ccccc1NC(=O)C(=O)/C=C(\O)c1ccccc1	2.9	3.4
104	CC1=NN(c2ccccc2)C(=O)C1C(=O)c1ccccc1 (configuration not stated)	4.6	-5.2
105	CC(NC(=O)COc1ccccc1)C1COc2ccccc2O1 (configuration not stated)	-29.0	17.9

Screens (PubChem)
